Bioassay records: PubChem BioAssay, Fisher Drug Discovery Resource Center
hcGAS inh: Primary biochemical luminescence assay for human cyclic GMP-AMP synthase inhibitors; 0.081% of 290,000 active; inhibition, % at 12.5 µM; recombinant h-cGAS, ATP depletion, Kinase-Glo luminescence; Q8N884; AID 1259398, 2018;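 note: 0% = vehicle reaction and 100% = reaction without DNA for no activity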
Target sequence (Q8N884 whole entry, looked up): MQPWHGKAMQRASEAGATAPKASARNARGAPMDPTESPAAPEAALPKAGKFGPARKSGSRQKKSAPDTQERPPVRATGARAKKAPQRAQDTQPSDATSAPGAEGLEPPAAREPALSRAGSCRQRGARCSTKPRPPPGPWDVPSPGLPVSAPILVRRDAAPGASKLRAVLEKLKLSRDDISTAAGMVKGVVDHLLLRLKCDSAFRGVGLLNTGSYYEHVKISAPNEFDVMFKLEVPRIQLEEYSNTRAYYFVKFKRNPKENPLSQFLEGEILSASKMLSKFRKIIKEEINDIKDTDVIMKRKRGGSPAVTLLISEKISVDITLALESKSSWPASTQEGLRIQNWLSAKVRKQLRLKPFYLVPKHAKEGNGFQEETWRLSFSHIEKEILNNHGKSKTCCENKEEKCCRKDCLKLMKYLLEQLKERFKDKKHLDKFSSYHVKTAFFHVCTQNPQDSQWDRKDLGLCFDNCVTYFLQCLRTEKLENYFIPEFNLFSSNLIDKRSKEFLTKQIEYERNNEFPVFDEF
NPYLR7 ag: agonists of mosquito NPYLR7 receptor, primary screen, cell-based, Aedes aegypti, calcium fluorescence, mosquito biting behavior | 0.15% of 270,000 active | activation, % at 10 µM | HEK293T NPYLR7/Galpha15, GCaMP6s calcium fluorescence | AID 1259423, 2018 | Aedes aegypti neuropeptide Y-like receptor 7 (NPYLR7); in the data active = activation above about 40%;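 note: 0% = vehicle and 100% = reference agonist at the receptor; some compounds past the cut are filed as inactive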
mcGAS inh: cyclic GMP-AMP synthase inhibitors, mouse, primary biochemical chemiluminescence; 0.15% of 160,000 active; Q8C6L5; recombinant cGAS, Kinase-Glo ATP depletion luminescence; inhibition, % at 12.5 µM; AID 1259399, 2018;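 note: 0% = negative control wells and 100% = reference inhibitor with no enzyme activity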
* marks the source's active call; other numbers are inactive results; · = not tested or not shown; & = joins results of further samples. Cut-off read from the data, not from the text of the source, unless noted: active = inhibition above about 40%; inactive = the rest.

SMILES	hcGAS inh	NPYLR7 ag	mcGAS inh
O=C(Cn1nc(-c2cccs2)oc1=O)Nc1ccc(Cl)cc1	-8	3	·
COc1ccccc1/C=C/C=c1/sc2nc(=O)c(Cc3ccc(C)cc3)nn2c1=O	-2	11	3
Cc1cccc(S(=O)(=O)NC(=O)C2(C)CCN2C(=O)Cc2ccccc2)c1 (stereo not given)	-5	-1	·
CCc1nnsc1C(=O)Nc1ccc(OC)c(OC)c1	-8	1	·
CCOC(=O)c1c(NC(=O)c2cccs2)sc(C(=O)Nc2ccc(OC)cc2)c1C	-4	-5	-6
CCC1=NS(=O)(=O)c2cc(N)ccc2N1CCOC	-2	10	·
COc1ccc(OC)c(CNC(=O)[C@H]2CCCC[C@H]2C(=O)NC(C)(C)C)c1	-3	-2	-12
Cc1nc(C(=O)Nc2cccc(NC(=O)CCc3ccccc3)c2)c(C)o1	-3	-4	-1
Cc1cccc(C2=NOCC(=O)N2C)c1	-3	6	·
CN(Cc1ccccc1)Cc1cc(C[C@H]2CNCC[C@H]2CC(=O)NCc2ccc(F)cc2)no1	-5	-6	-8
COc1ccccc1N1C(=O)/C(=C/c2ccc(Cl)cc2)C=C1c1ccccc1	-4	-1	-6
CC(C)(C)C(=O)N1CCCC(OCc2ccc(F)cc2)C1 (stereo not given)	-1	-5	-3
COc1ccc(-c2cnc(CN3C4CCC3CC(C)(O)C4)o2)cc1 (stereo not given)	-9	11	-6
CCc1cc(N2CCOCC2)nc(SCc2cccc(C(=O)NCc3ccccn3)c2)n1	-5	12	-4
CC1COC(c2ccccc2Cl)CN1C(=O)NCc1ccncc1 (stereo not given)	-5&-4	0&6	·
C=CCc1cc(-c2nc[nH]c2-c2ccccc2)cc(OC)c1O	-1	-5	4
O=C(c1nc(NCCc2ccccc2)ncc1Cl)N1CCc2ccccc21	-5	12	·
CCN1CCN(Cc2cc(C(=O)NCc3cc(C)nn3C)no2)CC1	-2	0	-6
N#CC(NC(=O)c1ccc(-c2cscn2)cc1)c1ccccc1F (stereo not given)	-7	-8	-14
Cc1nn(-c2ccc(C(C)(C)C)cc2)c(C)c1CCC(=O)NC1CCOC1=O (stereo not given)	-4	-6	-4
NC(c1cccs1)C1CCCC1 (stereo not given)	3	4	·
COc1c2c(c(OC)c3occc13)OC1(CCN(CC(=O)Nc3ccc(F)cc3)CC1)CC2=O	-6	9	·
CCOC(=O)C1(C)CCN1C(=O)c1ccccc1C (stereo not given)	-5	5	-4
COCC(=O)Nc1c2c(nn1CC(=O)NCc1ccccc1)CSC2	-6	-5	-6
COc1ccc(C(=O)N(Cc2c(-c3ccccc3F)noc2N2CCOCC2)CC2CCCO2)cc1 (stereo not given)	-1	10	-6
COc1cc(C(=O)Nc2c(C)nc3ccccn3c2=O)cc(OC)c1OC	-17	4	·
Cc1noc2nc(C3CC3)cc(C(=O)N3CCCC4(CC3)CNC(=O)O4)c12 (stereo not given)	-4	·	-13
CC1(C)O[C@@H]2C[C@@](OCc3cccc(C(F)(F)F)c3)(C(=O)NCCCn3ccnc3)CC(OCc3ccc(F)cc3)[C@@H]2O1 (stereo not given in full)	-10	7	-6
COc1ccccc1N=Nc1c(-c2ccccc2)[nH]n(-c2ccccc2)c1=O	-6	9	-6
O=C(CNC(=O)C12CC3CC(CC(C3)C1)C2)NCc1cc2ccccc2[nH]1	-9	4	·
COC(=O)c1cc2n(n1)CCN(C(=O)CCN1Cc3ccccc3C1)C2	0	1	-10
CCc1nc2c(OCCOC)cccn2c1N(C)C(=O)C(C)C	-1	2	-4
CCCN1CCN(c2nc3c(c(=O)[nH]c(=O)n3C)n2CCCc2ccccc2)CC1	-3	1	·
CON1C(=O)c2ccccc2NC12CCN(S(=O)(=O)Cc1ccccc1)CC2	-7	0	·
CC(C)N1CCC(C)(C(=O)Nc2ccc(-n3cncn3)cc2)C1 (stereo not given)	-9	2	·
CCOc1ccc(NC(=O)c2n[nH]nc2Nc2ccc(OC)cc2)cc1	-7	0	-10

A second format for some results above:
> N#CC(NC(=O)c1ccc(-c2cscn2)cc1)c1ccccc1F (stereo not given)
  hcGAS inh = -7
  NPYLR7 ag = -8
  mcGAS inh = -14

> Cc1nn(-c2ccc(C(C)(C)C)cc2)c(C)c1CCC(=O)NC1CCOC1=O (stereo not given)
  hcGAS inh = -4
  NPYLR7 ag = -6
  mcGAS inh = -4

(more compounds)
SMILES	hcGAS inh	NPYLR7 ag	mcGAS inh
CCOc1cc(C(=O)OCN2C(=O)c3ccccc3C2=O)cc(Br)c1OC	1	4	-4
Cc1ccc(NC(=O)CC(=O)N(C)CCN2CCCCCC2)c(C)c1	-2	10	·
Cn1ccsc1=NC(=O)CCNC(=O)c1ccc2ccccc2c1	-3	-6	·
CC(NC(=O)CSC(C)(C)C)c1ccc(OCC(N)=O)cc1 (stereo not given)	4	0	3
CC(NCc1nc(-c2ccco2)no1)c1ccccc1-n1cccn1 (stereo not given)	3	·	-2
Cc1nccn1CCCC(=O)N1CCC(Cc2cccc(C(=O)O)c2)C1 (stereo not given)	-2	4	-10
Cc1ccc(NCCCNC(=O)C2CCN(C(C)C)CC2)nc1	-5	6	·
CCOC(=O)N1CCN(Cc2ccc3c(c2)CN(C(=O)c2ccc4ncccc4c2)CCO3)CC1	2	-1	-13
CC1C(=O)N(c2cccc(F)c2)CCN1C(=O)c1ccco1 (stereo not given)	-5	0	-6
CCCN1CCC(CC(=O)N2CCn3cccc3C2CC)CC1 (stereo not given)	-7	11	·
O=C(NCCn1nc(-c2ccncc2)ccc1=O)Nc1ccccc1F	-9	12	·
CCN1C(=O)/C(=C\c2ccc(-c3ccccc3C(=O)O)o2)N(CC)C1=S	-7	-1	-8
O=C(COc1cccc(C(F)(F)F)c1)NNC(=O)C12CC3CC(CC(C3)C1)C2	-1	2	·
CN1CCN(c2c(F)cc3c(=O)c(C(=O)O)cn(CCF)c3c2F)CC1	-6	18	-8
CC(Sc1nnc(SCc2ccc(C(C)C)cc2)s1)C(N)=O (stereo not given)	-12	10	·
CCCC12CN(C(=O)c3cccnc3Nc3ccc(OC)cc3)CC1C(=O)NC(=O)N2 (stereo not given)	-5	4	-7
Cc1ccc(C(C)C)cc1S(=O)(=O)N1CCN(c2ccc(-n3cccn3)nn2)CC1	-3	-2	-6
COC(=O)c1ccc(COC(CN2CCN(C(=O)C3CCN(C(C)=O)CC3)CC2)c2cccc(OC)c2)cc1 (stereo not given)	-3	·	-5
COc1ccc(CCn2c(CCc3ccccc3)nc3cc(Cl)ccc3c2=O)cc1	-9	·	-9
CSc1ccc(Cn2c(C)c(C(=O)NCc3ccco3)sc2=O)cc1	-10	4	·
COc1ccc2c(c1)C(COCc1ccc(S(C)(=O)=O)cc1)CC(C)(C)O2 (stereo not given)	-3	1	-5
c1coc(CCNc2nc3nonc3nc2N2CCSCC2)c1	-11	0	·
COc1ccccc1NC(=O)N1CCN(c2nc(-c3cccc(C(F)(F)F)c3)nc(C)c2Cc2ccccc2)CC1	-9	-4	-7
CCN(CC)S(=O)(=O)c1ccc(C(=O)Oc2coc(CSc3ncccn3)cc2=O)cc1	7	-24	4

Six successive entries from above, quoted:
SMILES	hcGAS inh	NPYLR7 ag	mcGAS inh
COc1ccc(CCn2c(CCc3ccccc3)nc3cc(Cl)ccc3c2=O)cc1	-9	·	-9
CSc1ccc(Cn2c(C)c(C(=O)NCc3ccco3)sc2=O)cc1	-10	4	·
COc1ccc2c(c1)C(COCc1ccc(S(C)(=O)=O)cc1)CC(C)(C)O2 (stereo not given)	-3	1	-5
c1coc(CCNc2nc3nonc3nc2N2CCSCC2)c1	-11	0	·
COc1ccccc1NC(=O)N1CCN(c2nc(-c3cccc(C(F)(F)F)c3)nc(C)c2Cc2ccccc2)CC1	-9	-4	-7
CCN(CC)S(=O)(=O)c1ccc(C(=O)Oc2coc(CSc3ncccn3)cc2=O)cc1	7	-24	4

Remaining list, next part:
SMILES	hcGAS inh	NPYLR7 ag	mcGAS inh
c1ccc(Cn2ccnc2CNC2CCCOc3ccccc32)cc1 (stereo not given)	-7	2	·
Cc1cc(C)n(C2CCN(C(=O)C3(C(N)=O)CC3)CC2)n1	-6	18	-5
COCC(=O)N1CCN(c2cc(S(=O)(=O)N3CCc4cc(OC)c(OC)cc4C3)ccc2OC)CC1	-1	4	-6
CCn1c(=O)c(C(=O)NC2CC2)nn(-c2ccccc2F)c1=O	-4	22	-7
COc1ccc(-c2nc(COC(=O)c3nnn(-c4ccc(C)cc4)c3C)c(C)o2)c(OC)c1	-4	6	-6
CCOC(=O)C1CCN(C(c2ccc(Cl)cc2)C2Sc3nc(CC)nn3C2=O)CC1 (stereo not given)	0	-1	1
Cn1cc(/C=C2\NC(=S)NC2=O)c2ccccc21	2	1	·
O=S(=O)(NCc1ccccc1N1CCN(S(=O)(=O)C2CC2)CC1)C1CC1	0	-2	·
COCCn1c(C)cc(O)c(C(c2ccncc2)N2CCN(c3ccccn3)CC2)c1=O (stereo not given)	-1	18	·
CCCCCc1ccc(C(=O)N(CC(=O)N(Cc2ccc(F)cc2)Cc2sccc2C)CC(C)C)cc1	-3	·	-6
CC1(C)CC(=O)C2C(=Nc3ccccc3N3C(=O)c4ccccc4C23)C1 (stereo not given)	-3	14	-5
O=C(CN1CCC2(CC1)OCCCO2)Nc1ccccc1Cl	-7	-6	-5
Cc1ccc(C)c(CC(=O)N2CCCC(O)(CO)C2)c1 (stereo not given)	-7	6	·
O=C1/C(=C\c2ccc(-c3ccc(F)cc3)o2)SC(=S)N1c1cccc(Cl)c1	-8	2	-8
O=C(CSc1nc2ncccn2n1)NCCc1ccc(F)cc1	-4	38	·
Cn1c(C(=O)NS(C)(=O)=O)cc2cc(C(F)(F)F)ccc21	10	-32	·
Cc1cc(F)ccc1Oc1cc(N2CCN(C(=O)c3cccc([N+](=O)[O-])c3)CC2)ncn1	-15	6	-4
O=C(CCN1CCCCO1)NC[C@H]1C[C@H]2C=C[C@H]1C21CC1	-6	10	-11
CCCCCn1c(=O)c2c(nc3n2CC(O)CN3c2ccc(C)cc2)n(C)c1=O (stereo not given)	-3	3	-6
N#Cc1c(N)c(C(=O)c2ccc(Br)cc2)n2ccccc12	-11	2	·
COc1ccccc1/C=C/C=C1\N=C(c2ccc(Cl)cc2)OC1=O	3	-1	·
COc1ccccc1NC(=O)N(C)CCN1C(=O)CSC1c1ccc(C(C)(C)C)cc1 (stereo not given)	-8	16	-5
CC(C)(C)c1ccc(C(=O)N2CCC2(C)C(=O)Nc2cnc3ccccc3c2)cc1 (stereo not given)	-10	10	-3
CCN1CCc2c(sc3nc(Cc4ccccc4)nc(N4CCN(C(=O)C5CCCCC5)CC4)c23)C1	-7	-3	-4
COc1ccc(CC(=O)NCC2Cc3cc(OC)ccc3O2)cc1 (stereo not given)	0	15	·
C=CCn1c(SCc2ccc(C(=O)NCc3cccc(C(F)(F)F)c3)cc2)nnc1-c1ccc([N+](=O)[O-])cc1	-2	-1	-2
CCN(CC1CCCO1)C(=O)c1c(C)nc(C(C)(C)C)[nH]c1=O (stereo not given)	-16	5	·
O=C(NCCC(c1ccccc1)c1ccccc1)c1cc(-c2ccccc2)nn1-c1ccc([N+](=O)[O-])cc1	-8	1	0
CCS(=O)(=O)Oc1ccc(Cl)cc1CN(CCOC)C(=O)c1ccccc1F	-1	-1	-3
CCN(Cc1nccn1C)Cc1c(C(=O)N2CCOCC2)nc2ccccn12	-4	1	·
O=c1cccc(-c2cccc3cccnc23)[nH]1	6	19	·
CC(C)Oc1ccc(NC(=O)CSc2nc3ccccc3s2)cc1	-6	-5	-5
Cc1nc(C(C)N(C)Cc2cccn2-c2nccs2)c(C)s1 (stereo not given)	-4	1	·
COc1ccc(C(=O)Nc2cc(C)nn2-c2ncnc3c2cnn3-c2cccc(C)c2C)cc1	-7	1	-9
CN(CCOc1ccc(Br)cc1)C(=O)CN1C(=O)NC2(CCc3ccccc32)C1=O (stereo not given)	-11	14	-7
N#CCc1c(C#N)c(N)nc(Nc2ccc(SC(F)F)cc2)c1C#N	0	-1	·
Nc1n[nH]c(CCCc2nc(N)n[nH]2)n1	-3	-13	·
Cc1cnn(CC2CCCCN2C(=O)c2c(C)nn3cccnc23)c1 (stereo not given)	-16	6	·
O=C(c1cccc(Br)c1)N(Cc1csc(COc2cccc3ccccc23)n1)C1CC1	-8	13	-7
CCC(O)CN(Cc1ccsc1)Cc1ccco1 (stereo not given)	-5	-1	-8
COc1ccc(-n2c(-c3ccccc3)cc(C(=O)N3CCN(C(=O)c4ccc([N+](=O)[O-])cc4)CC3)c2C)cc1OC	-1	-2	-2
COc1cccc(N2C(=O)C3C4C=CC(C5CC45)C3C2=O)c1 (stereo not given)	0	4	0
CC(C)OC1CCc2cc(Br)ccc21 (stereo not given)	-6	0	·
CN(C)C(=O)c1csc(S(=O)(=O)N2CCC(C(=O)NC3CCCCCC3)CC2)c1	-12	·	-5
C#CCn1c(=NC(=O)c2ccn(C)n2)sc2cc(C(=O)OC)ccc21	7	0	1

Gathered by group, the entries above containing a cyano group
SMILES	hcGAS inh	NPYLR7 ag	mcGAS inh
N#CC(NC(=O)c1ccc(-c2cscn2)cc1)c1ccccc1F (stereo not given)	-7	-8	-14
N#Cc1c(N)c(C(=O)c2ccc(Br)cc2)n2ccccc12	-11	2	·
N#CCc1c(C#N)c(N)nc(Nc2ccc(SC(F)F)cc2)c1C#N	0	-1	·

One compound at a time, as listed above.
CC(C)OC1CCc2cc(Br)ccc21 (stereo not given) in the list: hcGAS inh: -6; NPYLR7 ag: 0; mcGAS inh: ·
Cc1cnn(CC2CCCCN2C(=O)c2c(C)nn3cccnc23)c1 (stereo not given) in the list: hcGAS inh: -16; NPYLR7 ag: 6; mcGAS inh: ·

The order is random. About 0.29% of those tested had a hit in this group.
